BioA inh: M. tuberculosis BioA enzyme inhibitors, primary screen, biochemical, plate reader, single point, HTS. 7,8-diaminopelargonic acid synthase BioA (Mycobacterium tuberculosis). purified M. tuberculosis BioA enzyme. inhibition, % at 9.99 µM. 360,000 tested, 0.096% active. AID 602481, 2012; in the data active = inhibition above about 40%
* marks the source's active call; other numbers are inactive results.

SMILES	BioA inh
C[C@H](CO)N1C[C@H](C)[C@@H](CN(C)C(=O)c2cccc(F)c2)Oc2ncc(-c3cncnc3)cc2C1=O	-2.8
OC[C@@H]1[C@@H](c2ccc(C#CC3(O)CCCC3)cc2)[C@H]2CN(Cc3cccnc3)CCCCN12	4.1
CN(C[C@H]1N[C@@H](CO)[C@H]1c1ccc(-c2cccnc2)cc1)C(=O)CC1CC1	-0.5
Cc1noc(C)c1NC(=O)N(C)C[C@@H]1Oc2ccc(NC(=O)Nc3cccc4ccccc34)cc2CC(=O)N([C@H](C)CO)C[C@@H]1C	-1.8
C[C@@H]1CN([C@@H](C)CO)C(=O)c2cc(NC(=O)CCC(F)(F)F)ccc2O[C@@H](C)CCCCO[C@H]1CN(C)Cc1ccc(C(=O)O)cc1	2.3
C[C@@H]1CN([C@@H](C)CO)C(=O)c2cccc(NC(=O)C3CC3)c2O[C@H]1CN(C)S(=O)(=O)c1ccc(F)cc1	-2.3
CO[C@@H](CN(C)C(=O)C1CC1)[C@@H](C)CN(C(=O)Nc1ccc(C(F)(F)F)cc1)[C@H](C)CO	1.2
CO[C@H]1CN(C)C(=O)c2cc(NC(=O)c3ccno3)ccc2OC[C@H](C)N(S(C)(=O)=O)C[C@@H]1C	3.6
C[C@H](CO)N1C[C@H](C)[C@H](CN(C)C(=O)Nc2ccc(C(F)(F)F)cc2)Oc2c(NS(=O)(=O)c3ccc(F)cc3)cccc2C1=O	-4.2
COc1ccc(CNC(=O)C[C@H]2C=C[C@@H](NC(=O)c3ccc4c(c3)OCO4)[C@H](CO)O2)cc1	-2.7
C[C@H]1CN([C@@H](C)CO)C(=O)Cc2cc(NC(=O)NC3CCCCC3)ccc2O[C@H]1CN(C)C(=O)Nc1ccccc1	-1.6
C[C@@H]1CCCCO[C@H](CN(C)S(=O)(=O)c2ccccc2)[C@@H](C)CN([C@H](C)CO)C(=O)c2cc(NC(=O)CCC(F)(F)F)ccc2O1	-3.7
C[C@@H]1CCCCO[C@H](CN(C)S(=O)(=O)c2cccs2)[C@@H](C)CN([C@@H](C)CO)C(=O)c2cc(NC(=O)Nc3ccc(C(F)(F)F)cc3)ccc2O1	-2.4
O=C(C1CCCCC1)N1C[C@H]2[C@@H](c3ccccc31)[C@@H](CO)N2Cc1ccccc1Cl	-3.5
O=C(C[C@H]1C[C@H]2c3cc(NC(=O)Nc4ccc(C(F)(F)F)cc4)ccc3O[C@H]2[C@@H](CO)O1)NCCc1ccccc1	-2.4
CC(C)NC(=O)Nc1ccc2c(c1)C(=O)N([C@@H](C)CO)C[C@@H](C)[C@H](CN(C)Cc1ccncc1)OCCCC[C@H](C)O2	0.2
C[C@@H]1CN([C@H](C)CO)C(=O)c2cc(NC(=O)NC3CCCCC3)ccc2O[C@@H]1CN(C)Cc1ccc(C(=O)O)cc1	0.5
C[C@@H]1CCCCO[C@H](CN(C)Cc2ccc3c(c2)OCO3)[C@H](C)CN([C@H](C)CO)C(=O)c2cc(NS(=O)(=O)c3ccccc3)ccc2O1	1.4
CCCC(=O)Nc1ccc2c(c1)OC[C@@H](C)N(CCC(F)(F)F)C[C@@H](C)[C@@H](OC)CN(C)C2=O	-0.5
COCC(=O)N[C@H]1CC[C@H](CC(=O)NCc2ccccc2OC)O[C@H]1CO	0.1
C[C@H](CO)N1C[C@H](C)[C@@H](CN(C)C(=O)NC2CCCCC2)Oc2ccc(NC(=O)NC3CCCCC3)cc2CC1=O	-0.1
CC(C)c1cn(CC[C@H]2CC[C@@H](NS(=O)(=O)c3ccccc3)[C@H](CO)O2)nn1	-1.1
CN1C(=O)c2cc(NC(=O)C3CC3)ccc2OC[C@H]2O[C@H](CC(=O)NCCc3ccncc3)CC[C@@H]21	-4.2
Cc1ccc(-c2cnc3c(c2)C(=O)N([C@H](C)CO)C[C@H](C)[C@@H](CN(C)C(=O)Cc2ccncc2)O3)cc1	-3.4
C[C@@H]1CCCCO[C@@H](CN(C)C(=O)CCCN(C)C)[C@@H](C)CN([C@@H](C)CO)C(=O)c2cc(NC(=O)C3CCCCC3)ccc2O1	2.9
SMILES	BioA inh
Cc1ccc(S(=O)(=O)N[C@H]2C=C[C@@H](CC(=O)O)O[C@@H]2CO)cc1	-1.0
CO[C@@H]1CN(C)C(=O)c2ccc(NS(=O)(=O)c3ccc(-c4ccccc4)cc3)cc2OC[C@H](C)NC[C@H]1C	-2.2
CO[C@@H]1CN(C)C(=O)c2cc(NC(C)=O)ccc2OC[C@@H](C)N(C(=O)c2ccccc2F)C[C@H]1C	-3.1
COc1ccc(C#Cc2ccc3c(c2)[C@@H]2[C@@H](CCN2C(=O)c2ccccc2F)[C@H](CO)N3)cc1	3.6
CCC(=O)N1CCCCN2[C@H](C1)[C@@H](c1ccc(C#Cc3cccnc3)cc1)[C@@H]2CO	-0.4
C[C@H](CO)N1C[C@H](C)[C@@H](CN(C)S(=O)(=O)c2ccccc2)OCCCC[C@H](C)Oc2ccc(NC(=O)NC3CCCCC3)cc2C1=O	-0.4
N#Cc1cccc(-c2ccc([C@H]3[C@H](CO)N4CCCCN(C(=O)Cc5ccccc5)C[C@@H]34)cc2)c1	0.4
O=C(C[C@@H]1CC[C@@H]2[C@H](COC[C@H](O)CN2Cc2ccc(C(F)(F)F)cc2)O1)N1CCc2ccccc2C1	3.3
CCS(=O)(=O)Nc1ccc2c(c1)C(=O)N(C)C[C@H](OC)[C@@H](C)CN(C)[C@@H](C)CO2	-2.1
C[C@@H](O)C#Cc1ccc2c(c1)O[C@@H](CN(C)C(=O)CN(C)C)[C@@H](C)CN([C@@H](C)CO)S2(=O)=O	3.0
COc1ccc(S(=O)(=O)N(C)C[C@H]2Oc3ccc(N(C)C)cc3C(=O)N([C@H](C)CO)C[C@@H]2C)cc1	-0.6
CO[C@H]1CN(C)C(=O)c2ccc(NS(=O)(=O)c3ccccc3)cc2OC[C@@H](C)N(Cc2nccs2)C[C@H]1C	0.7
O=C(Nc1ccccc1F)N[C@H]1CC[C@@H](CCNC(=O)C2CCOCC2)O[C@H]1CO	5.3
C[C@H](CO)N1C[C@H](C)[C@@H](CN(C)S(=O)(=O)c2cn(C)cn2)Oc2ccc(NC(=O)CCC(F)(F)F)cc2CC1=O	-1.4
CCCN1[C@H](C(=O)NCC)[C@@H](CO)[C@@H]2Cn3c(ccc(-c4ccc(OC)cc4)c3=O)[C@@H]21	18
CCCC(=O)Nc1ccc2c(c1)OC[C@H](C)N(Cc1ccccc1F)C[C@@H](C)[C@H](OC)CN(C)C2=O	5.9
CCC(=O)Nc1ccc2c(c1)C(=O)N(C)[C@H]1CC[C@H](CC(=O)NCCCN(C)C)O[C@@H]1CO2	-0.5
COc1ccc(CN(C)C[C@H]2OCCCC[C@@H](C)Oc3ccc(NC(=O)Cc4ccccc4)cc3C(=O)N([C@H](C)CO)C[C@H]2C)cc1	-0.5
O=C(Nc1ccc(F)cc1)N1C[C@@H]2[C@H](c3ccccc31)[C@H](CO)N2C(=O)c1ccccc1	-0.9
Cc1noc(C)c1NC(=O)Nc1cccc2c1O[C@H](CN(C)C(=O)Nc1ccccc1)[C@H](C)CN([C@H](C)CO)C2=O	4.3
CC(C)C#Cc1cnc2c(c1)C(=O)N([C@@H](C)CO)C[C@@H](C)[C@@H](CN(C)C(=O)c1ccccn1)O2	0.4
CCC(=O)N1CCCCN2[C@@H](CO)[C@@H](c3ccc(/C=C/c4ccccc4)cc3)[C@@H]2C1	3.3
C[C@@H]1CN([C@H](C)CO)C(=O)Cc2cc(NC(=O)Cc3cn(C)c4ccccc34)ccc2O[C@H]1CN(C)S(=O)(=O)c1cccs1	0.2
CCCNC(=O)N[C@@H]1C=C[C@@H](CC(=O)NC2CCC2)O[C@@H]1CO	-1.0
COCC(=O)N(C)C[C@@H]1Oc2cc(C#CCN(C)C)ccc2S(=O)(=O)N([C@H](C)CO)C[C@H]1C	0.0

Of the compounds above, these contain a COOH group.
SMILES	BioA inh
C[C@@H]1CN([C@@H](C)CO)C(=O)c2cc(NC(=O)CCC(F)(F)F)ccc2O[C@@H](C)CCCCO[C@H]1CN(C)Cc1ccc(C(=O)O)cc1	2.3
C[C@@H]1CN([C@H](C)CO)C(=O)c2cc(NC(=O)NC3CCCCC3)ccc2O[C@@H]1CN(C)Cc1ccc(C(=O)O)cc1	0.5
Cc1ccc(S(=O)(=O)N[C@H]2C=C[C@@H](CC(=O)O)O[C@@H]2CO)cc1	-1.0

New compounds follow:
SMILES	BioA inh
O=C(Nc1ccc2c(c1)[C@H]1C[C@H](CC(=O)N3CCCCC3)O[C@H](CO)[C@H]1O2)C1CCC1	-0.6
CO[C@@H](CN(C)C(=O)c1cnccn1)[C@@H](C)CN([C@@H](C)CO)S(=O)(=O)c1ccc(F)cc1	-1.9
COc1ccc(S(=O)(=O)Nc2ccc3c(c2)CC(=O)N([C@H](C)CO)C[C@H](C)[C@@H](CN(C)S(=O)(=O)c2ccc(OC)cc2)O3)cc1	-1.6
COc1ccc(NC(=O)N(C)C[C@H]2OCCCC[C@@H](C)Oc3ccc(NC(=O)Nc4ccc(F)cc4)cc3C(=O)N([C@@H](C)CO)C[C@H]2C)cc1	-1.2
C[C@H]1CN([C@@H](C)CO)C(=O)c2cc(NS(=O)(=O)c3ccccc3)ccc2O[C@@H]1CN(C)C(=O)Nc1ccc(F)cc1	0.8
COCC(=O)N(C)C[C@@H]1Oc2ncc(C#Cc3cccnc3)cc2C(=O)N([C@@H](C)CO)C[C@H]1C	9.9
C[C@@H]1CCCCO[C@@H](CN(C)C(=O)c2ccncc2)[C@H](C)CN([C@H](C)CO)C(=O)c2cc(NS(=O)(=O)c3ccc(F)cc3)ccc2O1	4.0
C[C@H](CO)N1C[C@H](C)[C@H](CN(C)C(=O)Nc2ccc(F)cc2)Oc2ncc(-c3ccc(C#N)cc3)cc2C1=O	0.7
O=C(C[C@@H]1CC[C@H](NC(=O)c2ccc3c(c2)OCO3)[C@H](CO)O1)NC1Cc2ccccc2C1	6.4
CC(C)NC(=O)N(C)C[C@@H]1OCCCC[C@@H](C)Oc2ccc(NC(=O)Nc3cccc4ccccc34)cc2C(=O)N([C@@H](C)CO)C[C@@H]1C	-3.7
CCCN1C[C@H](C)[C@@H](OC)CN(C)C(=O)c2cc(NC(=O)C3CC3)ccc2OC[C@H]1C	0.2
COc1ccc(S(=O)(=O)N2C[C@@H](O)COC[C@H]3O[C@@H](CC(=O)NCCCN4CCOCC4)CC[C@@H]32)cc1	1.4
Cc1noc(C)c1S(=O)(=O)Nc1ccc2c(c1)C(=O)N([C@@H](C)CO)C[C@H](C)[C@H](CN(C)S(C)(=O)=O)OCCCC[C@@H](C)O2	-2.8
CCC(=O)Nc1ccc2c(c1)C(=O)N(C)[C@@H]1CC[C@H](CC(=O)N3CCc4ccccc4C3)O[C@H]1CO2	0.0
C[C@H](CO)N1C[C@H](C)[C@H](CN(C)Cc2ccc(C(=O)O)cc2)Oc2c(NC(=O)Nc3ccc(C(F)(F)F)cc3)cccc2C1=O	2.9
CO[C@@H]1CN(C)C(=O)c2cc(NS(=O)(=O)c3ccccc3)ccc2OC[C@H](C)N(Cc2cccnc2)C[C@H]1C	-2.4
COc1ccc(CN2C[C@H](C)[C@@H](OC)CN(C)C(=O)c3cc(NC(=O)c4nc5ccccc5s4)ccc3OC[C@@H]2C)cc1	1.9
COc1ccc(CN(C)C[C@H]2OCCCC[C@H](C)Oc3ccc(NC(=O)C4CCCCC4)cc3C(=O)N([C@@H](C)CO)C[C@H]2C)cc1	-3.7
O=C(Nc1ccc2c(c1)[C@@H]1C[C@@H](CC(=O)N3CCCCC3)O[C@@H](CO)[C@@H]1O2)C1CCC1	2.5
CCCC(=O)Nc1ccc2c(c1)C(=O)N(C)C[C@H](OC)[C@@H](C)CN(CCC(F)(F)F)[C@@H](C)CO2	3.7
C[C@H]1CN([C@@H](C)CO)C(=O)c2cc(-c3ccccc3F)cnc2O[C@@H]1CN(C)C(=O)C1CCCCC1	22
Cc1ccc(S(=O)(=O)N[C@H]2CC[C@@H](CC(=O)NCCCN(C)C)O[C@@H]2CO)cc1	-2.1
COC(=O)c1c2oc(c1C(=O)OC)C(=O)N[C@H](Cc1ccccc1)Cn1cc(nn1)[C@H](Cc1ccccc1)NC(=O)N[C@H](CO)CC2	-0.3
C[C@H](CO)N1C[C@H](C)[C@@H](CN(C)C(=O)c2cccc(F)c2)Oc2ncc(C#CCN(C)C)cc2C1=O	-3.2
COCC(=O)Nc1ccc2c(c1)C(=O)N(C)C[C@@H](OC)[C@@H](C)CN(CCc1ccccc1)[C@H](C)CO2	0.1
O=C(C[C@@H]1C[C@@H]2c3cc(NC(=O)c4ccc5c(c4)OCO5)ccc3O[C@@H]2[C@H](CO)O1)NCCN1CCCCC1	-1.7
Cc1cccc(S(=O)(=O)N[C@H]2CC[C@H](CCNS(=O)(=O)c3ccccc3F)O[C@@H]2CO)c1	0.9
C[C@H]1CN([C@@H](C)CO)C(=O)Cc2cc(NC(=O)CCN3CCOCC3)ccc2O[C@H]1CN(C)C	2.1
Cc1noc(C)c1NC(=O)N(C)C[C@H]1Oc2ncc(C#CCC(C)C)cc2C(=O)N([C@H](C)CO)C[C@H]1C	-3.5

Laid out differently: results already given.
molecule | BioA inh
CCS(=O)(=O)Nc1ccc2c(c1)C(=O)N(C)C[C@H](OC)[C@@H](C)CN(C)[C@@H](C)CO2 | -2.1
COc1ccc(CN2C[C@H](C)[C@@H](OC)CN(C)C(=O)c3cc(NC(=O)c4nc5ccccc5s4)ccc3OC[C@@H]2C)cc1 | 1.9
COc1ccc(S(=O)(=O)Nc2ccc3c(c2)CC(=O)N([C@H](C)CO)C[C@H](C)[C@@H](CN(C)S(=O)(=O)c2ccc(OC)cc2)O3)cc1 | -1.6
CO[C@H]1CN(C)C(=O)c2cc(NC(=O)c3ccno3)ccc2OC[C@H](C)N(S(C)(=O)=O)C[C@@H]1C | 3.6
C[C@H](CO)N1C[C@H](C)[C@@H](CN(C)C(=O)c2cccc(F)c2)Oc2ncc(-c3cncnc3)cc2C1=O | -2.8

An excerpt; the hit share may differ from the screen's.
